High-throughput results from PubChem.
KB-3-1 cytotox: KB-3-1 parental cell cytotoxicity. actives 1.4% (n = 400,000). Potency, µM (highest dose often 46.1 µM), for the others: at the top dose activity change, negative = cytotoxic, most hits filed as cytotoxic. KB-3-1 viability, CellTiter-Glo ATP luminescence, 72 h; further: on the % scale 0 is the no-effect control and ±100 the full control effect; nearly all actives have a fitted effect of over 60% in size
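Cytotoxicity measured as CellTiter-Glo luminescence after 72 h at 37 C. Compound titrations were pinned onto drug-naive KB-3-1 parental adenocarcinoma cells grown in DMEM with 10% FBS, and normalized data fitted to concentration-response curves.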
HepG2 viability: HepG2 cytotoxicity, counter-screen for TGF-b inhibitors; actives 0.76% (n = 410,000); AID 588856; Potency, µM (top dose mostly 46.1 µM), without a hit: at the top dose activity change, negative = cytotoxicity, hits mostly cytotoxic; HepG2 CAGA-GFP viability, ATP luminescence, 18 h; further: some results filed as inactive show a strong effect at the top dose
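CellTiter-Glo luminescence gave cytotoxicity after 18 hours at 37 degrees C. The cells were HepG2 CAGA-GFP in 1% FBS DMEM, stimulated with 500 pg/mL TGF-beta after compound addition. %Activity was normalised to no-cell wells (complete cell-killing) and DMSO (no toxicity), and curves were fitted and classified.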
The depositor's hits bear a star; ? = inconclusive. The call rests on the fitted dose curve; in most records, active means well fitted curve in the direction sought with a large enough effect; inconclusive means small, poorly fitted or top-dose-only effect, or another doubt; inactive means no such curve, though single readings can be large; an effect the other way counts as inactive or inconclusive. Potency means the concentration at half of the fitted maximal effect.

Start of the data: the first two compounds, ahead of the listing:
| No. | SMILES | KB-3-1 cytotox | HepG2 viability |
| --- | --- | --- | --- |
| 1 | CCOC(=O)c1ccc(NC(=O)CSc2c3c(nc4cc(Cl)ccc24)CCCC3)cc1 | 0% | 14% |
| 2 | CCOc1ccc(-c2nc(CSCC(=O)N3CCN(c4cccc(C(F)(F)F)c4)CC3)c(C)o2)cc1 | ? | -38% |

The listing, from the first entry:
| No. | SMILES | KB-3-1 cytotox | HepG2 viability |
| --- | --- | --- | --- |
| 1 | CCOC(=O)c1ccc(NC(=O)CSc2c3c(nc4cc(Cl)ccc24)CCCC3)cc1 | 0% | 14% |
| 2 | CCOc1ccc(-c2nc(CSCC(=O)N3CCN(c4cccc(C(F)(F)F)c4)CC3)c(C)o2)cc1 | ? | -38% |
| 3 | CCn1c(C)c(C)c2cc(C(=O)NCc3ccc(F)cc3)ccc21 | 6% | 3% |
| 4 | Cc1cc(C)c(NC(=O)c2cc(S(=O)(=O)N3CCCC3)cn2C)c(C)c1 | 5% | 12% |
| 5 | CC(=O)c1ccc(NC(=O)CSc2ccc3nnc(CCNS(=O)(=O)c4ccc(C)cc4)n3n2)cc1 | -20% | 2% |
| 6 | O=C(C[n+]1csc2ccccc21)c1cccc([N+](=O)[O-])c1 | -2% | -5% |
| 7 | Cc1c(CCO)sc[n+]1CC(=O)c1ccc(F)cc1 | 2% | -31% |
| 8 | CC(C)(C)OC(=O)N1CCC(c2c(C(=O)Nc3ccc4c(c3)OCO4)cnn2-c2ccc(F)cc2F)CC1 | 0% | -24% |
| 9 | CCOc1cc(-c2nnc(SCC(=O)NCc3ccc(C)cc3)nc2-c2ccc(OC)c(OCC)c2)ccc1OC | -15% | -1% |
| 10 | Cc1ccc2oc(=O)c3cnn(CC(=O)N4CCN(c5cccc(Cl)c5)CC4)c3c2c1 | -1% | -1% |
| 11 | O=C(NCC(c1cccnc1)N1CCc2ccccc2C1)c1ccc(F)c(F)c1 (stereo not given) | -18% | -29% |
| 12 | CS(=O)(=O)c1ccc(/C=C2\C=Cc3ccccc32)cc1 | -26% | -26% |
| 13 | COc1ccccc1-n1c(=O)c2c3c(sc2n(C)c1=O)CN(C(C)=O)CC3 | -13% | -1% |
| 14 | COc1ccc(CNC(=O)CS(=O)Cc2nc(-c3cccc(C)c3)oc2C)cc1 (stereo not given) | 8% | -30% |
| 15 | Cc1cc(C)c2nc(N(Cc3cccnc3)C(=O)c3ccc(S(=O)(=O)N(C)C)cc3)sc2c1 | 4% | 2% |
| 16 | Cc1cc(C)cc(NC(=O)C(=O)NCC(c2cccnc2)N2CCc3ccccc32)c1 (stereo not given) | -10% | -21% |
| 17 | OC(CBr)C[n+]1cc(Br)cc2ccccc21 (stereo not given) | -27% | -12% |
| 18 | CC(C)c1ccc(S(=O)(=O)c2nnn3c2nc(N2CCCCC2)c2sccc23)cc1 | -1% | -31% |
| 19 | CCOC(=O)N1CCc2c(sc3c2C(=O)NC(c2ccccc2F)N3)C1 (stereo not given) | ? | -26% |
| 20 | CSCCC(NS(=O)(=O)c1ccc2c(c1)oc(=O)n2C)C(=O)N1CCN(c2ccc(C(C)=O)cc2)CC1 (stereo not given) | 1% | -15% |
| 21 | CCc1ccc(CNC(=O)C2CCN(c3nn4cc(-c5ccc(OC)cc5)nc4s3)CC2)cc1 | -5% | -3% |
| 22 | CCOc1ccc(C(c2c(O)cc(C)n(Cc3ccco3)c2=O)N2CCN(c3ccccc3)CC2)cc1 (stereo not given) | 1% | -17% |
| 23 | CN(C)c1ccc(C(CNC(=O)c2ccccc2)N2CCc3ccccc32)cc1 (stereo not given) | 18% | -36% |
| 24 | N=C(N)SCc1cccc2c(=O)cc(-c3ccccc3)oc12 | ? | -31% |
| 25 | CCc1nnc(SCC(=O)Nc2cc(OC)ccc2OC)nc1CC | -1% | 0% |
| 26 | CCOC(=O)c1cccc(NC(=O)c2sc3nc[nH]c(=O)c3c2C)c1 | 2% | -50% |
| 27 | CCOc1ccc(CCNC(=O)C2CCN(C(=O)c3cc4sccc4n3CC)CC2)cc1OCC | -9% | -37% |
| 28 | O=C(C[n+]1ccccc1Cl)c1ccccc1 | 8% | -1% |
| 29 | O=C(NCC1CC1)c1ccc2nc(-c3ccoc3)c(-c3ccoc3)nc2c1 | 30% | -15% |
| 30 | O=C(NCCc1ccccc1)c1c2c(nc3ccccc13)C(=O)N(C1CCCCC1)C2 | -4% | -12% |
| 31 | COc1ccc(-c2noc(CC(=O)Nc3ccc(Br)cc3C)n2)cc1 | 12% | -5% |
| 32 | O=C1c2ccccc2C(=O)N1c1ccc2ncccc2c1 | ? | -21% |
| 33 | CN(C)c1ccc(CNC(=O)CN2C(=O)c3cccnc3Oc3ccc(Cl)cc32)cc1 | -1% | -5% |
| 34 | CC1CCc2nc(-c3cc4c(ccc5ccccc54)oc3=O)sc2C1 (stereo not given) | 0% | 2% |
| 35 | COc1ccccc1-c1nn2c(-c3cc(-c4ccccc4)n[nH]3)nnc2s1 | ? | 9% |
| 36 | COc1cccc(C(=O)Nc2cccc(OCc3cc(=O)n4cccc(C)c4n3)c2)c1 | 17% | 3% |
| 37 | O=C(COc1ccccc1Cl)N(Cc1cccc(F)c1)C1CCS(=O)(=O)C1 (stereo not given) | 2% | -24% |
| 38 | CN(C)c1ccc(C=C2c3ccccc3-c3ccccc32)cc1 | ? | -8% |
| 39 | CCOc1ccc(CNC(=O)c2ccc(NC(=O)N3CCSc4ncccc43)cc2)cc1OC | 0% | 8% |
| 40 | CN(C)c1ccc(C(CNS(=O)(=O)c2cc(F)ccc2F)N2CCOCC2)cc1 (stereo not given) | 3% | -27% |
| 41 | COc1ccc(Cl)cc1NC(=O)c1cn(C2CCCCC2)c(=O)c2c1c1ccccc1n2C | 6% | 2% |
| 42 | O=C(COCc1cc(-c2cccs2)on1)Nc1cccc(O)c1 | 9% | -6% |
| 43 | CCOc1ccc(CNC(=O)C2CCN(C(=O)c3ccc(-n4ccc5ccccc54)s3)CC2)cc1 | -19% | -26% |
| 44 | CCc1sc(-c2cc3cccc(OC)c3oc2=O)nc1-c1cc(C)ccc1C | 0% | -10% |
| 45 | C[N+](C)(C)c1ccc(/C=C2\C=Cc3ccccc32)cc1 | ? | -31% |

Looked up one by one from the list above, six records:
| No. | SMILES | KB-3-1 cytotox | HepG2 viability |
| --- | --- | --- | --- |
| 35 | COc1ccccc1-c1nn2c(-c3cc(-c4ccccc4)n[nH]3)nnc2s1 | ? | 9% |
| 42 | O=C(COCc1cc(-c2cccs2)on1)Nc1cccc(O)c1 | 9% | -6% |
| 32 | O=C1c2ccccc2C(=O)N1c1ccc2ncccc2c1 | ? | -21% |
| 38 | CN(C)c1ccc(C=C2c3ccccc3-c3ccccc32)cc1 | ? | -8% |
| 39 | CCOc1ccc(CNC(=O)c2ccc(NC(=O)N3CCSc4ncccc43)cc2)cc1OC | 0% | 8% |
| 31 | COc1ccc(-c2noc(CC(=O)Nc3ccc(Br)cc3C)n2)cc1 | 12% | -5% |

6 entries out of the list, arranged by molar mass, smallest number first:
| No. | SMILES | KB-3-1 cytotox | HepG2 viability |
| --- | --- | --- | --- |
| 45 | C[N+](C)(C)c1ccc(/C=C2\C=Cc3ccccc32)cc1 | ? | -31% |
| 35 | COc1ccccc1-c1nn2c(-c3cc(-c4ccccc4)n[nH]3)nnc2s1 | ? | 9% |
| 31 | COc1ccc(-c2noc(CC(=O)Nc3ccc(Br)cc3C)n2)cc1 | 12% | -5% |
| 37 | O=C(COc1ccccc1Cl)N(Cc1cccc(F)c1)C1CCS(=O)(=O)C1 (stereo not given) | 2% | -24% |
| 33 | CN(C)c1ccc(CNC(=O)CN2C(=O)c3cccnc3Oc3ccc(Cl)cc32)cc1 | -1% | -5% |
| 41 | COc1ccc(Cl)cc1NC(=O)c1cn(C2CCCCC2)c(=O)c2c1c1ccccc1n2C | 6% | 2% |

Carrying on:
| No. | SMILES | KB-3-1 cytotox | HepG2 viability |
| --- | --- | --- | --- |
| 46 | CCOC(=O)c1cc(-c2ccccc2)n(CCC(=O)Nc2cc(OCC)ccc2OCC)c1C | -9% | 7% |
| 47 | CC(=O)Nc1cccc(C(=O)NCc2ccc3c(c2)CCN3C(=O)c2ccc(F)cc2)c1 | 3% | -31% |
| 48 | CCc1ccccc1NC(=O)C(=O)NCC(c1cccnc1)N1CCc2ccccc21 (stereo not given) | -12% | -17% |
| 49 | CCCCCCCCCC[n+]1ccc(/C=C/c2c(C)[nH]c3ccccc23)c2ccccc21 | 5.8µM* | 3.2µM* |
| 50 | COc1ccc(OC)c(NS(=O)(=O)c2ccccc2)c1 | 15% | -6% |
| 51 | O=C(Nc1ccc(F)cc1)c1cccn1-c1nnc(N2CCCCC2)s1 | 6% | -8% |
| 52 | COc1ccc(CCNC(=O)C(=O)NCC(c2ccco2)S(=O)(=O)c2cccs2)cc1 (stereo not given) | -16% | 1% |
| 53 | CCOc1ccc(CCNC(=O)c2cccc(-n3c(C)nc4cccnc43)c2)cc1 | -1% | -23% |
| 54 | COc1ccc(C)c2sc(N(Cc3cccnc3)C(C)=O)nc12 | -2% | -35% |
| 55 | Nc1ccc(/C=C/c2ccnc3ccccc23)c([N+](=O)[O-])c1 | ? | -4% |
| 56 | COc1ccc(OC)c(NC(=O)Nc2cccc(OCc3cc(=O)n4cc(C)ccc4n3)c2)c1 | 10% | 1% |
| 57 | CCCc1ccc(OC(=O)CSc2nnc(-c3cccs3)o2)cc1 | 1% | 1% |
| 58 | Cc1ccc(CNS(=O)(=O)c2cc3c(cc2Cl)NC(=O)CO3)o1 | 18% | -20% |
| 59 | CCC(C)NC(=O)c1cnn(-c2ccc(Cl)cc2)c1C1CCN(C(=O)OC(C)(C)C)CC1 (stereo not given) | 5% | -11% |
| 60 | COc1ccc(C2Nc3ccccc3C(=O)N2Cc2ccco2)cc1 (stereo not given) | 5% | 10% |

Copied from the list:
KB-3-1 cytotox, entry 49 → 5.8µM*
KB-3-1 cytotox, entry 57 → 1%

(more compounds)
| No. | SMILES | KB-3-1 cytotox | HepG2 viability |
| --- | --- | --- | --- |
| 61 | Cc1ccc(S(=O)(=O)c2cn(C)c3cc(N4CCN(c5ccccc5)CC4)c(F)cc3c2=O)cc1 | 12% | -2% |
| 62 | Cc1nn(C)c(C)c1S(=O)(=O)N(CC(=O)Nc1ccc(F)cc1F)c1ccc(C(C)C)cc1 | -23% | -30% |
| 63 | Cc1nc2sc(C)c(C)n2c(=O)c1S(=O)(=O)N1CCN(c2ccccc2F)CC1 | 1% | -3% |
| 64 | COc1ccc(-c2nc(SCC(=O)c3ccc(OC)c(Br)c3)n[nH]2)cc1 | ? | -2% |
| 65 | CCCCCCC[n+]1ccc(/C=C/c2c[nH]c3ccccc23)c2ccccc21 | 7.3µM* | 13µM* |
| 66 | Cc1ccc(NC(=O)c2ccc(NC(=O)N3CCSc4ncccc43)cc2)cc1Cl | ? | -7% |
| 67 | O=C(c1cccn1-c1nnc(N2CCCC2)s1)N1CCN(c2ccc(F)cc2)CC1 | 0% | -27% |
| 68 | C(=C\c1ccnc2ccccc12)/c1ccc2ccccc2n1 | -20% | -58% |
| 69 | O=C(O)C1CCCC1 | ? | -14% |
| 70 | CN(C)c1ccc(/C=C/c2cc(N(C)C)nc3ccccc23)cc1 | 0.58µM* | -33% |
| 71 | Cc1ccccc1C(=O)NCc1ccc2c(c1)CCN2C(=O)c1ccc(F)cc1 | 7% | 4% |
| 72 | COc1ccc(OC)c(/C=C/c2ccc3ccccc3[n+]2C)c1 | ? | -17% |
| 73 | CCCOc1ccc(C2c3c(-c4ccccc4O)n[nH]c3C(=O)N2CCc2ccccc2)cc1OCC (stereo not given) | 6% | 11µM* |
| 74 | Cc1[nH]c2ccc(C(=O)N3CCN(c4ccccc4F)CC3)cc2c1C | 8% | -10% |
| 75 | COc1ccc(N2CCN(C(=O)c3c4c(nc5ccccc35)C(=O)N(C3CCCCC3)C4)CC2)cc1 | 3% | -6% |
| 76 | COc1ccc(C(NC(=O)COc2ccc(C#N)cc2)c2ccc(OC)cc2)cc1 | 8% | 1% |
| 77 | CCOC(=O)c1ccc(NC(=O)CCCn2nc(C)c3sc4ccccc4c3c2=O)cc1 | 3% | -11% |
| 78 | CCOc1ccc(CNC(=O)Cn2nc(C)n3cccc3c2=O)cc1 | -1% | 12% |
| 79 | Cc1c(C)n(Cc2ccc(F)cc2)c2ccc(C(=O)N3CCN(c4ccc(F)cc4)CC3)cc12 | -5% | 4% |
| 80 | O=c1c2ccccc2sn1-c1ccc(Cl)c(S(=O)(=O)N2CCOCC2)c1 | -37% | -35% |
| 81 | Cc1ccc2[nH]c(=O)c(CN(Cc3ccco3)Cc3nnnn3Cc3ccco3)cc2c1 | 22% | -6% |
| 82 | COc1ccccc1Cc1nc2ccccc2nc1SCC(=O)N1CCN(c2ccccc2)CC1 | -19% | 7% |
| 83 | COc1ccc(-c2cc(C(C)=O)c(C)n2CCC(=O)Nc2cccc(C)c2C)cc1 | -2% | -3% |
| 84 | CN(C)c1ccc(/C=C/c2ccnc3ccc4ccccc4c23)cc1 | 1.6µM* | -42% |

Some of the compounds tested; count on the stated rates, not on these rows.
